CYP2C9 act – increases human cytochrome P450 2C9 activity | P11712 | recombinant CYP2C9, luciferin-H conversion, luminescence; active compounds read high; factor 1 = untreated enzyme, 0 = blocked | activation factor at 5 µM | 1.4% of 96,000 active | AID 1024;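 active = activation factor of 2 or more for CYP2C9 at a 5 µM dose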;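 note: 0 = sulfaphenazole-blocked wells and 1 = vehicle-only wells; values of inactives mirror those of a sister screen read the other way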
Target sequence (P11712 whole entry, looked up): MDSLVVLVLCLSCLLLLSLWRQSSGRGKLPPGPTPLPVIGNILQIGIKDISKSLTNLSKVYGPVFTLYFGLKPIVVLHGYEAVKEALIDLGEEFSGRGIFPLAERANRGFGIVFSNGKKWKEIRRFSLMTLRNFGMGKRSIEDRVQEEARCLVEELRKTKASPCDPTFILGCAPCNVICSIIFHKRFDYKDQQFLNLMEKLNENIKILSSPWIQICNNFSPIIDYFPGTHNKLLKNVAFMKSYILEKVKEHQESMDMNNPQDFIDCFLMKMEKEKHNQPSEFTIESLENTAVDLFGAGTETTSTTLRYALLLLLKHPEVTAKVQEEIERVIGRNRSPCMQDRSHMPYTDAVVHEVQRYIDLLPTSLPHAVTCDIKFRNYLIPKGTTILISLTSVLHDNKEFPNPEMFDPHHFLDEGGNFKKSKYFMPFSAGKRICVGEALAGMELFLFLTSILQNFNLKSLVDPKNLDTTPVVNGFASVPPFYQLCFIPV
PLAP act – activates human placental alkaline phosphatase | purified PLAP enzyme, luminescent substrate read-out; active compounds read high | P05187 | AID 696 | activation fold at 20 µM | 1.2% of 96,000 active; in the data active = activation fold above about 2
Target sequence (P05187 whole entry, looked up): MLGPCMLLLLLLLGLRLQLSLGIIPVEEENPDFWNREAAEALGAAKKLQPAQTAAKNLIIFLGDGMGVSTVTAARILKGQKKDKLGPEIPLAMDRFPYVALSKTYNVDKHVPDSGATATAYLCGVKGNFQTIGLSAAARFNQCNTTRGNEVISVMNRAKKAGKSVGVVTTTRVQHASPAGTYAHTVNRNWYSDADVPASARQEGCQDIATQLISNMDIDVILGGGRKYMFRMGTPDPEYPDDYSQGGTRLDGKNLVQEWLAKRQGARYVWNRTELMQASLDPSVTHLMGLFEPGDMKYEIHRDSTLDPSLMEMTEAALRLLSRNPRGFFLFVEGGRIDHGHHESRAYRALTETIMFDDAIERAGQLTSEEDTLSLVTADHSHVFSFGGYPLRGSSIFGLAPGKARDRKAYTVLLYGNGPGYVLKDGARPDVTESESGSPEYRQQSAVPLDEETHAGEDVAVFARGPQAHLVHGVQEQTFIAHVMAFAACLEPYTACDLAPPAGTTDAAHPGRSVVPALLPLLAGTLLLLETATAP
CD11b adhes inh – blocks human CD11b/CD18 adhesion to fibrinogen. P05107+P11215. 0.54% of 93,000 active. inhibition, % at 10 µM. K562 CD11b/CD18 adhesion to fibrinogen, ATPlite luminescence; Mn2+ added to activate the integrin;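 active = primary inhibition of 50% or more at 10 µM, then 40% or more on retest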; note: some results filed as inactive read as strong as hits
CYP2C9 inhib – inhibitors of human CYP2C9. P11712. CYP2C9 Supersomes, luciferin-H conversion, luminescence. inhibition, % at 5 µM. 20% of 96,000 active;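 active = blocking of liver enzyme CYP2C9 beyond about 50% at 5 µM, limit read from the data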; note: values of inactives mirror those of a sister screen read the other way
MT1-MMP txn act – MT1-MMP promoter transcription activation. AID 750. HT1080 MT1-MMP promoter luciferase reporter, luminescence, overnight; active compounds read high. activation factor at 10 µM. 0.16% of 86,000 active;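 active = activation factor of at least 2 for MT1-MMP transcription at 10 µM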
Mac1 fbg enh – enhancers of human CD11b/CD18 binding to fibrinogen; P05107+P11215; K562 CD11b/CD18 adhesion to fibrinogen, ATPlite luminescence; activation, % at 10 µM; 0.07% of 93,000 active;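 active = 10 µM primary screen giving 50% or more activity, confirmed by 40% or more on retest at that dose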; note: strong numbers were not always called active; reference of the scale not given here
PTK2B oligo ant – antagonists of human Pyk2 oligomerization; z-score (the deposit names both 25 µM and 10 µM); Q293 cells, Pyk2 FERM NanoBiT luminescence; active compounds read low; Q14289; 0.83% of 99,000 active;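 active = Z-score of -3 or lower, scaled per plate to the spread of control and sample wells; inactive = z-score above -3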;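 note: negative z-score means lost luminescence so less FERM oligomerization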
CYP2C19 inh – human CYP2C19 inhibition. P33261. CYP2C19 Supersomes, luciferin-H EGE luminescence, 30 min. inhibition, % at 5 µM. 21% of 96,000 active;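 active = CYP2C19 inhibition above a set limit at 5 µM in the primary screen, cut at about 50% in these data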;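 note: plate controls were negative control wells for no effect and 2.5 mM tranylcypromine positive control for full effect; values of inactives mirror those of a sister screen read the other way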
CYP2C19 act – cytochrome P450 2C19 (human) activation | P33261 | recombinant CYP2C19, luciferin-H EGE luminescence; active compounds read high; 0 = fully inhibited enzyme, 1 = untreated enzyme | activation factor at 5 µM | 96,000 tested, under 10 active | AID 1025;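 active = activation factor of at least 2 at 5 µM in the primary screen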;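 note: 0 = wells with 2.5 mM tranylcypromine and 1 = vehicle-only wells; values of inactives mirror those of a sister screen read the other way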
An asterisk follows results filed as active; x = not tested or not shown. Rows were taken by chance. About 31% of those tested had a hit in this group.

CYP2C9 act	PLAP act	CD11b adhes inh	CYP2C9 inhib	compound	MT1-MMP txn act	Mac1 fbg enh	PTK2B oligo ant	CYP2C19 inh	CYP2C19 act
0.9	1.3	-10.9	11.9	O=C(CN1CCOCC1)Nc1ccccc1NC(=O)C1CCN(c2ncccn2)CC1	1.2	-6.3	1.24	29.2	0.7
0.8	1.3	-16.5	15.9	COc1ccc(C(=O)CSc2nnc(-c3ccoc3C)n2CC2CCCO2)cc1 (centres undefined)	1.1	-1.0	-0.75	23.1	0.8
1.2	1	6.6	-22.6	CC(=O)c1sc(NC(=O)c2cccc3ccccc23)nc1C	x	-2.4	1.15	-21.9	1.2
0.8	0.9	-2.3	22.3	Cc1ccc(Cl)cc1N1CCN(C(CC(C)C)c2nnnn2CC2CCCO2)CC1 (centres undefined)	1.2	0.9	0.84	34.3	0.7
0.8	1.5	-0.7	15.2	COc1ccc(C(=O)Nc2cccc(C(C)=O)c2)c(OC)c1OC	1.2	-4.0	0.28	62.8*	0.4
0.8	1	-16.9	22.7	CC(C)NC(=O)COC(=O)c1ccc(Oc2ccccc2)cc1	x	-1.3	1.68	17.9	0.8
0.8	1.1	-1.7	19.3	COC(=O)c1cc(-c2ccccc2)n(CC(=O)O)c1C	1.1	-1.2	1.82	7.7	0.9
0.9	1.2	-0.4	12.9	O=C(C1CCN(c2ccc(N3CCOCC3)nn2)CC1)N1CCc2ccccc2C1	1	-2.7	-0.53	-1.2	1
1.1	0.8	-28.0	-15.0	CCOC(=O)CNC(=O)Nc1cccc(Cl)c1C	1.1	-0.9	1.11	12.0	0.9
2.4*	1.6	-3.6	-135.9	C/C(=N\S(=O)(=O)c1ccc(C)cc1)N1CCN(S(=O)(=O)c2ccccc2)C1C(C)C (centres undefined)	1.1	0.8	1.13	78.4*	0.2
0.7	1	3.2	27.7	CCn1c(C)nc2cc(C(=O)NNS(=O)(=O)c3ccccc3F)ccc21	1.3	-4.1	0.08	1.7	1
0.5	1.6	-11.8	50.0*	CCCOC(=O)c1c(N)sc2c1CCC2	1.1	-0.3	-0.47	42.7	0.6

CYP2C9 act	PLAP act	CD11b adhes inh	CYP2C9 inhib	compound	MT1-MMP txn act	Mac1 fbg enh	PTK2B oligo ant	CYP2C19 inh	CYP2C19 act
1	1.3	4.2	1.4	CC(C)CNC(=O)c1c(N)n(/N=C/c2cccnc2)c2nc3ccccc3nc12	1	1.4	x	-12.4	1.1
1.2	1.3	x	-22.9	CC(C)Cn1c(Cc2ccccc2)n[nH]c1=S	1.2	x	-0.63	39.8	0.6
0.8	1.7	-16.7	22.2	COc1cccc(Cn2c(=S)[nH]c3ccc(N4CCOCC4)cc3c2=O)c1	1.2	3.9	-1.27	-2.2	1
0.9	1.1	8.1	11.3	COc1ccnc(N2CCN(c3cccc(C(F)(F)F)c3)CC2)c1C#N	x	-3.3	-0.02	-9.2	1.1
0.5	1	-15.2	54.6*	COc1ccc(NC(=O)c2oc3ccccc3c2NC(=O)c2ccc3c(c2)OCO3)cc1	1.2	-1.5	-2.09	35.5	0.6
0.9	1	-9.1	6.7	Cn1c(SCC(=O)c2ccccc2)nnc1-c1cccnc1	x	-0.3	0.18	12.0	0.9
1.1	1.1	-3.1	-9.1	OC1CCCN(Cc2ccccc2)C1 (centres undefined)	1.3	2.7	-0.03	-9.5	1.1
0.8	1.1	-2.9	20.2	CC1CCC(C(C)C)C(OCC(O)CN2CCOCC2)C1 (centres undefined)	1.1	-1.6	-0.44	7.8	0.9
1	1.3	-4.9	-0.5	CC(C)(C)c1ccc(OCC(=O)N2CCN(C=O)CC2)cc1	1.2	1.7	1.18	7.4	0.9
1.3	0.9	-31.4	-29.6	COc1ccc(Cl)cc1NC(=O)C(=O)NC1CCCCCC1	1.1	1.7	0.11	4.7	1
1.2	1.1	x	-15.7	Cc1nnsc1SCC(=O)O	x	x	0.34	-7.2	1.1
0.5	1.5	-0.1	48.1	Cc1ccc(-c2noc(CCC(=O)Nc3ccccc3N3CCN(C)CC3)n2)cc1	1	2.0	1.25	57.0*	0.4

Individual results from above.
For CYP2C9 inhib, O=C(CN1CCOCC1)Nc1ccccc1NC(=O)C1CCN(c2ncccn2)CC1 has the entry 11.9
For Mac1 fbg enh, CC1CCC(C(C)C)C(OCC(O)CN2CCOCC2)C1 (centres undefined) has the entry -1.6
For CYP2C19 inh, CC(C)NC(=O)COC(=O)c1ccc(Oc2ccccc2)cc1 has the entry 17.9

The listing continues.
CYP2C9 act	PLAP act	CD11b adhes inh	CYP2C9 inhib	compound	MT1-MMP txn act	Mac1 fbg enh	PTK2B oligo ant	CYP2C19 inh	CYP2C19 act
0.4	0.8	-10.9	58.7*	CCc1nccn1S(=O)(=O)c1ccc(Br)cc1Br	1.1	-1.9	-0.15	91.9*	0.1
1	0.9	-1.2	1.1	CC(C)c1cc(C(=O)O)n[nH]1	1	-3.0	0.57	-11.8	1.1
1.3	0.9	32.1	-27.0	CCOc1ccc(-c2nc(-c3ccccc3C)no2)cc1	0.7	2.5	x	25.8	0.7
1.2	1.9	-1.5	-17.2	N#Cc1ccccc1NC(=O)c1ccc(-c2ccccc2Cl)o1	x	-2.8	1.43	-6.4	1.1
0.5	1	0.8	49.8	O=C(Nc1ccc(F)cc1)N1CCN2C(=O)c3ccccc3C12c1ccccc1 (centres undefined)	1	-0.7	-0.36	51.3*	0.5
0.7	1.2	-13.7	32.6	COc1ccc(/C=c2/sc3n(c2=O)C(c2ccccc2OC)C2=C(N=3)c3ccccc3CC2)cc1O (centres undefined)	x	169.1*	-1.74	-0.7	1
1	1	22.7	4.7	Cc1cc[n+]2c3c(cccc13)CCC2	1.1	-0.2	0.47	4.8	1
0.9	1	-25.7	5.0	CNc1oc(-c2ccccc2)nc1C#N	1.3	-3.6	0.02	29.7	0.7
0.3	0.9	9.2	65.4*	O=C(Nc1cccc(Cl)c1N1CCCCC1)c1ccc2c(c1)OCCO2	1.1	8.2	-0.31	19.1	0.8
0.7	1.3	-0.7	32.9	CCn1c(N)c(C(=O)NCc2ccco2)sc1=S	1.2	0.8	0.24	49.7	0.5
1.2	1.1	-5.0	-15.9	COc1ccc(NC(=O)Cc2nnc(SCC(=O)Nc3cc(C)ccc3OC)n2C)cc1	1.1	-0.1	3.69	94.9*	0.1
1.1	1	12.3	-9.2	Clc1ccc(OCCSc2nnnn2C2CCCCC2)cc1	x	1.7	0.67	-12.0	1.1

A stretch from further up, as a working copy:
CYP2C9 act	PLAP act	CD11b adhes inh	CYP2C9 inhib	compound	MT1-MMP txn act	Mac1 fbg enh	PTK2B oligo ant	CYP2C19 inh	CYP2C19 act
1.2	1.1	-5.0	-15.9	COc1ccc(NC(=O)Cc2nnc(SCC(=O)Nc3cc(C)ccc3OC)n2C)cc1	1.1	-0.1	3.69	94.9*	0.1
1.1	1	12.3	-9.2	Clc1ccc(OCCSc2nnnn2C2CCCCC2)cc1	x	1.7	0.67	-12.0	1.1

(further entries)
CYP2C9 act	PLAP act	CD11b adhes inh	CYP2C9 inhib	compound	MT1-MMP txn act	Mac1 fbg enh	PTK2B oligo ant	CYP2C19 inh	CYP2C19 act
0.9	1.1	-0.5	10.5	O=C(O)CCCC(=O)N(Cc1ccccc1)Cc1ccccc1	1.1	-3.0	0.92	12.5	0.9
0.6	1.4	0.4	43.9	Cn1cccc1Cc1nnc(SCC(=O)Nc2ccc3c(c2)OCO3)n1-c1ccc(F)cc1	1.1	0.5	x	40.5	0.6
0.8	1.4	-13.5	21.5	Cc1cc(C)nc(SCCS(=O)Cc2ccc(Cl)cc2)n1 (centres undefined)	1.3	0.0	0.32	81.4*	0.2
1.1	0.8	7.4	-6.0	CCOC(=O)c1ccc(NC(=S)Nc2ccccn2)cc1	x	3.3	1.11	8.1	0.9
0.4	1.6	5.7	60.8*	COCCN(C(=O)C(C)C)c1nnc(-c2cccc(C)c2)s1	1	-0.1	-1.92	48.8	0.5
0.7	0.8	-13.7	29.3	O=C(CSc1ccc2nnc(-c3ccccc3)n2n1)NCc1ccc2c(c1)OCO2	x	1.7	x	8.5	0.9
1	0.9	-11.3	-2.7	Cc1[nH]c2ccc(F)cc2c(=O)c1SC(F)(F)C(F)F	1.2	1.2	0.85	23.2	0.8
1	1	-18.6	1.4	CCOC(=O)C1CCCN(C(=O)COC(=O)c2cc(=O)c3ccccc3o2)C1 (centres undefined)	1	-1.9	3.08	2.1	1
0.5	1	3.3	46.0	O=C(Nc1ccc(Br)cc1)/C(=C/c1cccc([N+](=O)[O-])c1)NC(=O)C1CCCCC1	1.1	-4.4	-0.92	40.7	0.6
0.8	1.4	3.0	19.3	CC1CN(C(=O)c2cc(S(=O)(=O)N3CCCC3)c(Cl)cc2Cl)CC(C)O1 (centres undefined)	1.1	0.0	0.29	22.2	0.8
0.2	1.1	1.7	78.1*	O=S(=O)(c1ccc(Nc2ccc3c(c2)OCO3)nc1)N1CCOCC1	1.5	-1.0	-0.5	7.7	0.9
0.8	1.5	-11.8	20.2	O=C(c1cc2ccccc2cc1OCC(O)CN1CCCCC1)N1CCCCC1 (centres undefined)	1.2	1.8	x	3.9	1

CYP2C9 act	PLAP act	CD11b adhes inh	CYP2C9 inhib	compound	MT1-MMP txn act	Mac1 fbg enh	PTK2B oligo ant	CYP2C19 inh	CYP2C19 act
0.8	1.1	3.1	15.5	COc1ccc(S(=O)(=O)N(CCc2ccccc2)CC(=O)O)cc1OC	1.1	-1.5	2.06	-7.0	1.1
1.3	0.9	-5.4	-28.8	C#CCN1CC(C)/C(=N/O)CC1C (centres undefined)	1	-3.9	0.17	-17.0	1.2
0.4	1.4	-15.9	64.8*	CC(C)(C)NC(=O)c1cc(NC(=O)c2ccco2)cc(NC(=O)c2ccco2)c1	1	-2.4	-1.27	20.8	0.8
2.2*	0.9	-9.4	-120.1	COc1ccc(S(=O)(=O)Cc2ccccc2)cc1N	1	-2.1	0.05	62.3*	0.4
1.1	0.8	-15.1	-9.7	CN(C(=O)COC(=O)COc1ccc(Cl)cc1)C1CCCCC1	1	-3.2	-0.54	14.2	0.9
0.7	0.9	29.4	33.2	CN(C)c1ccc(NC(=O)CSc2nc(N)c(C(=O)Nc3ccc(N(C)C)cc3)s2)cc1	1.8	-4.0	0.05	27.9	0.7
0.1	x	-21.7	94.4*	O=C(CSc1ncn[nH]1)N1N=C2/C(=C/c3ccco3)CCCC2C1c1ccco1 (centres undefined)	1.2	1.4	-0.2	88.1*	0.1
0.5	1.4	0.4	50.8*	CCCC(C)C(=O)N(Cc1ccccc1)c1ccccn1 (centres undefined)	1.3	1.7	0.43	66.7*	0.3
1.2	0.9	x	-17.1	COc1cc(CNCCO)cc(Br)c1OCc1cccs1	x	x	-0.96	44.2	0.6
1	0.8	-15.3	-0.3	CCOc1ccc(-c2nc(C)sc2CC(=O)O)cc1	1	-2.2	0.41	12.3	0.9
0.8	1.4	1.7	20.8	CCOc1cc(C2NN=C(c3ccccc3)S2)ccc1OCc1ccc(F)cc1 (centres undefined)	x	-5.0	-0.41	20.6	0.8
